Source: PubChem
12-LOX inh: Primary qHTS assay for inhibitors of human arachidonate 12S-lipoxygenase (ALOX12): Round 2 | AID 1671190, 2021 | actives 1.1% (n = 580,000) | Potency, µM (doses to about 108 µM), for the others: top-dose activity change, negative = inhibition, actives largely listed as inhibitors | purified 12hLO, xylenol orange hydroperoxide absorbance; active = well fitted inhibition curve with a large enough effect; inconclusive = small, poorly fitted or top-dose-only effect, or another doubt; inactive = no such curve, though single readings can be large or run the other way; also: potency is read from the fitted curve at half-maximal effect
Target sequence (P18054 whole entry, looked up): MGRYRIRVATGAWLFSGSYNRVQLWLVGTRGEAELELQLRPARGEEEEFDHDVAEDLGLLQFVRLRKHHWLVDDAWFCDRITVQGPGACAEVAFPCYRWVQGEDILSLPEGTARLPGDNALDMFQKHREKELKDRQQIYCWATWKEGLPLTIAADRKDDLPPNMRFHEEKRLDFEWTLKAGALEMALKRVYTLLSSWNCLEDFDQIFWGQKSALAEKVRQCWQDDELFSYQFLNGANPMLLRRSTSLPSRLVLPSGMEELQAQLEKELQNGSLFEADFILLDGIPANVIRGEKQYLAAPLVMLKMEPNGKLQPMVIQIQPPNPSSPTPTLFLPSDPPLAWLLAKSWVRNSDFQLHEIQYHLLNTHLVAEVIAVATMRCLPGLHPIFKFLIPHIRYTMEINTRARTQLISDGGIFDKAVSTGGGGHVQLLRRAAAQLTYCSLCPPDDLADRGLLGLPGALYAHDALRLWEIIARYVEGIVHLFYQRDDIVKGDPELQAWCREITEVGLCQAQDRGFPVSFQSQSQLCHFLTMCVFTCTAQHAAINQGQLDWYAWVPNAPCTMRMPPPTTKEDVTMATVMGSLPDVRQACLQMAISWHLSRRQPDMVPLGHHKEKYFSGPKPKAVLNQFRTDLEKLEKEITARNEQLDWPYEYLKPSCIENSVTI
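Hydroperoxide product was detected by ferrous iron/xylenol orange as the 573 to 405 nm absorbance ratio. Arachidonic acid at 40 uM (final) was turned over for 30 min at room temperature by 150 nM human 12hLO, pH 7.0 Hepes buffer, after 15 min compound preincubation.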
LDHA block: qHTS assay for inhibitors of human lactate dehydrogenase; L-lactate dehydrogenase A chain (Homo sapiens), P00338; actives 0.15% (n = 480,000); AID 1347041, 2019; purified LDHA, NADH/diaphorase-resazurin fluorescence; hits give low values; activity change, % (values are at about 110 or 230 µM); in the data active = activity change below about -30%; inconclusive = mostly about -25% to -30%;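 also: plate controls were DMSO wells for no effect and wells without enzyme for full effect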
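LDH5 2 nM; NADH 0.06 mM, pyruvate 0.2 mM; 200 mM Tris pH 7.4, EDTA, Tween-20; 5 min RT. Detection: diaphorase 0.133 mg/mL + resazurin 37 µM, fluorescence ex540/em590 at 0 and 20 min; normalized to enzyme-free and DMSO wells.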
Active calls of the source: *; ? = inconclusive; & = joins results of further samples; [ ] = another dose, or the depositor's remark. Unless noted, % is scaled to controls: 0 for no effect and ±100 for the full control effect. This is a subset; rates above refer to the full screens.

SMILES	12-LOX inh	LDHA block
N#Cc1nc(-c2ccco2)oc1N1CCN(C(=O)c2ccc(F)cc2)CC1	2%	12
CC(C)CN1CCOC(CNC(=O)Cc2ccc(Cl)c(Cl)c2)C1 (stereo unspecified)	-27%	-7
O=C(OCc1cccc([N+](=O)[O-])c1)C1CCCN1C(=O)C12CC3CC(CC(C3)C1)C2 (stereo unspecified)	8%	4
CC(C)(O)C#Cc1ccccc1C(=O)NC(CSCc1ccccc1)C(=O)O (stereo unspecified)	?	25
Cc1ccc(CCNC(=O)c2cc3c(s2)CSC3)cc1	?	0
O=c1cc(CSc2nnnn2-c2ccccc2)c2ccc(O)cc2o1	?	-2
O=C(/C(C=Nc1cccc(Cl)c1)=C(/O)c1ccco1)C(F)(F)F	?	9
O=C(NCCn1c(-c2ccccc2)nc2ccccc21)NCc1ccccc1	2%	7
CCc1c(C)sc(NC(=O)c2cc(-c3ccncc3)nc3c(C)c(C)ccc23)c1C#N	-6%	2
CCC(Oc1ccccc1F)C(=O)NCc1csc(-c2ccccc2)n1 (stereo unspecified)	30%	?
O=C(CN1CCN(Cc2nc3ccccc3o2)CC1)NC1CC1	5%	-3
Cc1ccc(NC(=O)C(=O)NCCc2csc(-c3ccc(C(F)(F)F)cc3)n2)cc1C	-3%	8
Cc1occc1-c1nnc(SCC(=O)N2c3ccccc3CC2C)o1 (stereo unspecified)	-9%	-5
Cc1ccccc1CN1CCN(C(=O)c2cc(-c3cccnc3)nc3ccccc23)CC1	5%	3
CCN1C(=O)C(=O)N(Cc2coc(-c3ccc(C)cc3C)n2)C1=O	1%	-18
COc1ccc(CNC(=O)c2csc(NC(C)C)n2)cc1	23%	2
O=C(Nc1cccc(Cl)c1)c1nnc(C(=O)N2CCC(C(=O)NCCN3CCCC3)CC2)s1	45%[activator]	-8
CCN(c1ccccc1)c1nc2c(c(=O)[nH]c(=O)n2C)n1CC(=O)O	-4%	3
Cc1c(NC(=O)c2cccc([N+](=O)[O-])c2C)cccc1-c1nc2ccccc2o1	4%	23
Cc1nn(-c2ccc3nncn3n2)c2c1C(c1ccccc1)CC(=O)N2 (stereo unspecified)	-5%	-9
COc1ccc(-c2ccc3c(c2)c(Sc2ccccc2)c(-c2cc(OC)cc(OC)c2)n3C)cc1	?	1
CC(=O)NC(NC(C)=O)c1ccccn1	29%	-3
Cc1cccc(Cn2c(Sc3ncccn3)nc3c2c(=O)[nH]c(=O)n3C)c1	7%	10
O=C(C(Sc1nnc(-c2cccnc2)n1-c1ccccc1)c1ccccc1)N1CCCC1 (stereo unspecified)	-6%	10
Cc1ccccc1CNC(=O)CC(C)C	-3%	4
CC(C)(C)C(=O)COC(=O)c1ccc(F)cc1Cl	-15%	3
OCCNc1nc(Nc2ccccc2)nc2nccnc12	3%	-1
Cc1noc(C)c1S(=O)(=O)N(C)CC(=O)Nc1ccccc1C(C)(C)C	9%	-12
CCCc1ccc(C(=O)NCc2ccccn2)cc1	28%	0
CN(CC(=O)NCCC#N)Cc1ccc(C(C)(C)C)cc1	9%	9
CCOC(=O)c1cc(NCc2ccc(C)cc2)ccc1N1CCOCC1	-13%	14
CC(=O)N1N=C(c2ccc3c(c2)OCO3)CC1c1ccc2nccnc2c1 (stereo unspecified)	-59%	?
CC(Oc1ccccc1C(N)=O)C(=O)Nc1ccccc1C(F)(F)F (stereo unspecified)	-34%	3
CC(C)n1nnnc1C1c2ccccc2C(=O)N1CCCn1ccnc1 (stereo unspecified)	19%	-5
Cc1[nH]c2ccccc2c1CCN(Cc1ccccn1)C(=S)NC(C)(C)C	-2%	3
COC(=O)C1CN(C)CCC1=O (stereo unspecified)	?	2
Cc1ccccc1CNC(=O)c1ccc(CN2C(=O)CCn3nccc32)cc1	-7%	-4
CN1C(=O)C(NC(=O)C(=O)NCCc2c[nH]c3ccc(Cl)cc23)c2ccccc21 (stereo unspecified)	?	5
O=C(Nc1ccc(Cl)cc1)N1Cc2cccn2-c2ccccc21	?	-5
COc1ccc(NC(=O)c2c(-n3cnnn3)sc(C)c2C)cc1Cl	7%	0
CCC(=O)Nc1cc(-c2nc3cc(C(C)C)ccc3o2)ccc1Cl	9%	12
COC(=O)[C@@]12C[C@@H](CC(=O)NCCC(C)C)C(=O)N(Cc3ccccc3)C1=CCC(C)(C)C2	?	-1
CC(C)N(C(=O)COc1ncnc2ccc(Br)cc12)C(C)C	-15%	-4
CCCCCCCCCOc1cccc(CNc2cccc3ccccc23)c1	?	25
Cc1ccccc1C(=O)N/N=C/c1sccc1C	21%	3
C=CCNC(=O)NC(=O)CN(CC)c1cc(C)ccc1C	?	11
CCn1c(C)cc(C(=O)CSc2n[nH]c(C3CC3)n2)c1C	?	0
CC(C)CC(CNC(=O)c1n[nH]c(=O)c2ccccc12)N1CCOCC1 (stereo unspecified)	-4%	4
Cc1cccc(NC(=O)CSc2nc3nccnc3c(=O)n2CCc2ccccc2)c1	-7%	-22
O=C(NCCN1CCN(S(=O)(=O)c2ccc3ccccc3c2)CC1)C(=O)Nc1ccc(F)cc1	3%	9

The listing continues.
SMILES	12-LOX inh	LDHA block
COc1ccc(CC(=O)NO)cc1	?	8&4
CC(C)COc1ccc(Br)cc1C(N)=O	-14%	-1
Cc1ccc(Sc2ccc(Sc3ccc(C)cc3)c(C#N)c2)cc1	4%	3
Cc1nc2cc(F)ccc2cc1C(=O)N(Cc1cccnc1)C1CC1	13%	-13
O=C(Cc1cccs1)Nc1cccc2c1CCCC2	8%	0
Cc1cccc(C)c1NC(=O)C(c1cc2ccccc2o1)N1CCN(C)CC1 (stereo unspecified)	0%	-8
Cc1cc(Cl)nc2ccc([N+](=O)[O-])cc12	-23%	-7
O=C(c1cc2ccccc2oc1=O)N(Cc1cccs1)C1CC1	10%	9
COC(=O)c1ccc2nc(C)cc(Nc3ccc(C)c(C)c3)c2c1	-25%	-2
COc1ccc(CCNC(=O)CC2Sc3ccccc3NC2=O)cc1 (stereo unspecified)	-22%	6
O=S(=O)(Nc1ccc2oc(-c3ccc(Cl)cc3)nc2c1)c1ccccc1	-15%	0
CC1=C(C)CC(C(=O)NC(C)C(C)(C)C)C(C(=O)O)C1 (stereo unspecified)	?	9
COc1ccc2cc(COC(=O)c3nn(C)c(=O)c4ccccc34)ccc2c1	-37%	-5
COc1cccc(S(=O)(=O)N2C[C@H](O)COC[C@H]3O[C@@H](CC(=O)N4CCN(C)CC4)CC[C@@H]32)c1	-5%	1
CC1=C/C(=N/NC(=S)NC2CCCCC2)CC(C)(C)C1	?	-1
CSc1ccc(C2c3c(-c4ccccc4O)n[nH]c3C(=O)N2CCO)cc1 (stereo unspecified)	?	-3
Cc1c(-c2ccccc2)oc2c(C(=O)OCC(=O)NC(=O)NCCC(C)C)cccc2c1=O	?	-4
COc1ccc2c(C)c(CCC(=O)N3CCC(O)CC3)c(=O)oc2c1	-2%	11
CCOC(=O)CNC(=O)c1ccc(OCC)cc1	-5%	-8
CCOc1ccccc1C(N)=S	?	-2

22 compounds from above, sorted by molecular weight, lowest first:
SMILES	12-LOX inh	LDHA block
COc1ccc(CC(=O)NO)cc1	?	8&4
Cc1cc(Cl)nc2ccc([N+](=O)[O-])cc12	-23%	-7
CCOC(=O)CNC(=O)c1ccc(OCC)cc1	-5%	-8
O=C(Cc1cccs1)Nc1cccc2c1CCCC2	8%	0
CC(C)COc1ccc(Br)cc1C(N)=O	-14%	-1
CC1=C(C)CC(C(=O)NC(C)C(C)(C)C)C(C(=O)O)C1 (stereo unspecified)	?	9
C=CCNC(=O)NC(=O)CN(CC)c1cc(C)ccc1C	?	11
CCn1c(C)cc(C(=O)CSc2n[nH]c(C3CC3)n2)c1C	?	0
COC(=O)c1ccc2nc(C)cc(Nc3ccc(C)c(C)c3)c2c1	-25%	-2
O=C(c1cc2ccccc2oc1=O)N(Cc1cccs1)C1CC1	10%	9
Cc1nc2cc(F)ccc2cc1C(=O)N(Cc1cccnc1)C1CC1	13%	-13
COc1ccc2c(C)c(CCC(=O)N3CCC(O)CC3)c(=O)oc2c1	-2%	11
Cc1ccc(Sc2ccc(Sc3ccc(C)cc3)c(C#N)c2)cc1	4%	3
COc1ccc(CCNC(=O)CC2Sc3ccccc3NC2=O)cc1 (stereo unspecified)	-22%	6
CC(C)CC(CNC(=O)c1n[nH]c(=O)c2ccccc12)N1CCOCC1 (stereo unspecified)	-4%	4
Cc1cccc(C)c1NC(=O)C(c1cc2ccccc2o1)N1CCN(C)CC1 (stereo unspecified)	0%	-8
CSc1ccc(C2c3c(-c4ccccc4O)n[nH]c3C(=O)N2CCO)cc1 (stereo unspecified)	?	-3
O=S(=O)(Nc1ccc2oc(-c3ccc(Cl)cc3)nc2c1)c1ccccc1	-15%	0
Cc1cccc(NC(=O)CSc2nc3nccnc3c(=O)n2CCc2ccccc2)c1	-7%	-22
Cc1c(-c2ccccc2)oc2c(C(=O)OCC(=O)NC(=O)NCCC(C)C)cccc2c1=O	?	-4
O=C(NCCN1CCN(S(=O)(=O)c2ccc3ccccc3c2)CC1)C(=O)Nc1ccc(F)cc1	3%	9
COc1cccc(S(=O)(=O)N2C[C@H](O)COC[C@H]3O[C@@H](CC(=O)N4CCN(C)CC4)CC[C@@H]32)c1	-5%	1

(cont.)
SMILES	12-LOX inh	LDHA block
CC(C)(C)C(=O)/C=c1/[nH]c(=O)/c(=C/c2ccccc2C(F)(F)F)s1	?	3
Cc1ccc(C(=O)OCC(=O)Nc2cc(Cl)cc(Cl)c2)cc1	-17%	-3
CN(C)S(=O)(=O)N(CC(=O)NC1CCCC1)c1ccccc1	-2%	-4
Clc1ccc(CSc2nc3ncccc3[nH]2)c(Cl)c1	4%	0
CCOc1ccccc1C(=O)NC(C(=O)OCc1ccccc1)C(C)C (stereo unspecified)	-11%	8
CC(C)(C)NCCC(=O)O	?	4
O=C1NC2(CCCC2)C(=O)N1Cc1coc(-c2cccc(F)c2)n1	-3%	-5
CC(NC(=O)CCSc1nc2ccccc2s1)c1ccc(F)cc1F (stereo unspecified)	-14%	2
CSc1ccc(NC(=O)Cc2cccs2)cc1	-1%	-1
O=C(CCNC(=O)c1ccc(Cl)cc1)NCc1ccc(C(F)(F)F)cc1	2%	0
Cc1ccc2c(Cn3nc(C)c(C)c(C#N)c3=O)cc(=O)oc2c1	?	7
CC(C)c1ccc(NC(=O)NCC(O)c2ccccc2F)cc1 (stereo unspecified)	0%	0
O=Cc1c[nH]c2cc(Br)ccc12	4%	-21
COc1ccc2nc(C)cc(Nc3ccc(Cl)cc3)c2c1	?	-4
COc1ccc(C(=O)Nc2oc3ccc(Cl)cc3c(=O)c2-c2cc(OC)c(OC)c(OC)c2)cc1	-11%	6
O=C(Nc1ccccc1)c1cc2cc(Cl)ccc2[nH]1	-14%	-1
Cc1ccc(C)c(OCC(O)Cn2nc(-c3cccs3)oc2=O)c1 (stereo unspecified)	-7%	-5
CC(=O)Nc1ccc(SC(C)C(=O)N(C)c2ccccc2)cc1 (stereo unspecified)	-5%	-17
O=C(Nc1ccc(Cl)cc1)N[C@H]1CC[C@H](CCn2cc(-c3ccccc3F)nn2)O[C@@H]1CO	?	-10
C=CCOc1ccc(/C=C/C(=O)c2ccc(OCCCCC)cc2)cc1	?	14
Cc1cc(F)ccc1NS(=O)(=O)c1ccc(-c2cnc(C3CC3)o2)cc1	?	30
O=C(CNC(=O)NCc1ccccc1)NCc1cccc(C(F)(F)F)c1	6%	-11
c1ccc(CCn2cccc2)cc1	-7%	-14
Cc1ccnc2nc(C(=O)OCC(=O)Nc3ccc(OC(F)F)cc3)nn12	?	1
Cc1cnc(NC(=O)Cc2ccc(OCc3c(C)noc3C)cc2)s1	12%	8
COC(=O)c1cnn(-c2ccc(C(=O)Nc3cc(Cl)ccc3C)cc2)c1N	-10%	0
Fc1c(F)c(C(F)(F)F)c(F)c(F)c1Sc1cccc2cccnc12	-3%	3
COc1ccc2c(C)c(CC(=O)Nc3ccc4c(c3)OCO4)c(=O)oc2c1OC	6%	6
CC1=C(C(=O)N2CCOCC2)C(c2ccc(F)cc2F)NC(=O)N1Cc1ccccc1 (stereo unspecified)	-21%	2
Cc1ccc2cc(CN(Cc3ccccc3)C(=O)c3ccco3)c(=O)[nH]c2c1	?	5
CCOc1cc(/C=C2\NC(=O)NC2=O)cc(Cl)c1OCC	5%	6
CCONC(=O)c1ccc(NC(=O)c2cccs2)cc1	23%	4
COc1c(Cl)cc(C(=O)N(Cc2sccc2C)C2CCS(=O)(=O)C2)cc1Cl (stereo unspecified)	7%	11
O=C(CSc1ncnc2ccccc12)Nc1ccccc1Oc1ccccc1	-3%	8
CCOC(=O)C1CCN(c2nc3ccccc3n3c(=O)n(CC(=O)Nc4ccc(C#N)cc4)nc23)CC1	4%	-11
C/C(=C\C(=O)c1ccccc1)C(=O)c1ccc(Br)cc1	?	9
COC(=O)C1=CNC=C(C(=O)OC)C1c1cccc(Br)c1	?	-18
CNC(=O)NC(=O)CN(C)C(C)c1cccs1 (stereo unspecified)	0%	-3
COc1ccc(CNc2oc(COc3ccc(C)cc3)nc2C#N)cc1	-5%	-2
CCOc1ccc(/C=C/c2nc(C#N)c(NCc3ccco3)o2)cc1	5%	-2
CCNC(=O)NC(=O)CSc1cc(C)c2cccc(C)c2n1	9%	3
CNC(=O)/C=C/c1cccc(F)c1	19%	5
